# Bioassay records from PubChem.
# TAAR1 ag = human TAAR1 agonism; Q96RJ0; CHO RD-HGA16 TAAR1, Fluo-8 calcium fluorescence; vehicle wells 0%, saturating PEA agonist 100%; activation, % at 3 µM; 360,000 tested, 0.99% active; AID 624467;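 active = activation above the mean activation of all test compounds in the run plus 3 SD, cut at about 38% in these data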
# Target sequence (Q96RJ0 whole entry, looked up): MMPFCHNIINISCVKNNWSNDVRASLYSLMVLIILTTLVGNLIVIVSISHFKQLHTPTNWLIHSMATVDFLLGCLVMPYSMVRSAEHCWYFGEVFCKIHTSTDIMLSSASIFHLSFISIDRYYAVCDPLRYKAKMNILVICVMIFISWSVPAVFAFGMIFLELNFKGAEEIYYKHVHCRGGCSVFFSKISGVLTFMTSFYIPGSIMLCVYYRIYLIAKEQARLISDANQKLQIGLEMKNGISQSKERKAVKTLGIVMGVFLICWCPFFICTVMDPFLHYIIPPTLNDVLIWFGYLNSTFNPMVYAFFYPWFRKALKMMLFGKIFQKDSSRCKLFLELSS
#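 Assay system: CHO-derived RD-HGA16 cells with stable Gα16 and human TAAR1; timing: 17-24 h seeding, 75 min 37 °C dye, 30 min RT; read-out: % activation from peak over basal fluorescence ratio, DMSO-to-PEA scaled; measured by: kinetic Fluo-8 calcium fluorescence; benchmarks: low control DMSO, high control PEA (EC100); doses: 3 µM single concentration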
# TAAR1 antagonist = antagonists of human TAAR1; Q96RJ0; CHO RD-HGA16 TAAR1, Fluo-8 calcium fluorescence, antagonist; inhibition, % at 3 µM; 360,000 tested, 1.5% active; AID 624466;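 active = inhibition above a per-plate cutoff, the mean inhibition of test compounds on that plate plus 3 SD, cut at about 49% in these data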;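 also: 0% = DMSO plus EC80 beta-PEA response and 100% = DMSO alone without agonist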
#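 Test system – hTAAR1-expressing CHO RD-HGA16 cells, Gα16-coupled · Reagent – β-PEA at EC80 concentration, post-compound challenge · Compound dosing – 3 µM, single point · Timing – 140 s kinetic read after compound, 140 s after agonist · Detection – Fluo-8 intracellular calcium dye fluorescence, real-time kinetic reads · Control set – DMSO and EC80 PEA controls · Repeats – n of 1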
# * marks the source's active call; other numbers are inactive results. A portion of the library; the hit share may differ from the screen's.
no.	Structure	TAAR1 ag	TAAR1 antagonist
1	O=[N+]([O-])c1ccc(OC2OCC(O)C(O)C2O)cc1 (stereo not given)	3	-24
2	O=C(NCc1ccccc1)[C@@H]1CCCN1C(=O)[C@@H]1CCCN1C(=O)c1ccc(Cl)cc1Cl	-1	-14
3	COC(=O)[C@@]1(C(C)C)N=C(c2cc(OC)c(OC)c(OC)c2)[C@]2(O1)C(=O)N(C)c1ccc(Cl)cc12	5	-1
4	COc1ccc(CN2C[C@H](COCc3ccccc3)Oc3cccc(N4CCCC4)c3S2(=O)=O)cc1	1	-30
5	CC1(C)OC(C)(C)C(=N/O)/C1=N\N	3	-20
6	CC(C)CNc1cccc2c1S(=O)(=O)N(Cc1cccc(F)c1)[C@@H](C)[C@H](c1ccccc1)O2	0	3
7	C[C@@H](c1ccccc1)N1C[C@H](COCc2ccccc2)Oc2cc(N3CCC[C@H]3C(N)=O)ccc2S1(=O)=O	4	-12
8	Cc1ccc2nc(-c3ccc(CN4CCC(c5nc6ccccc6[nH]5)CC4)cc3)c(-c3ccccc3)nc2c1	32	73*
9	CC(C)(C)CN1C(=O)C(=O)NC[C@@H]1CC1CCCCC1	1	9
10	Cc1cc(Nc2ccc(OC(F)F)cc2)cc(=O)n1-c1ccc(OC(F)F)cc1	0	13
11	CCCN1CCCCC(NC(=O)c2ccc3ccccc3c2)C1=O (stereo not given)	0	-11
12	COc1ccccc1Cc1c(-c2ccco2)nc2cc(C)c(Br)c(C)n12	0	-8
13	O=C1NC[C@H](CCCCN2C[C@@H](Cc3ccccc3)N(CCC3CCCCC3)C(=O)C2=O)N(CCC2CCCCC2)C1=O	1	-11
14	CCCCCCCCN1C(=O)[C@@H](CC(=O)NCCCOCCCC)C[C@@]2(C(=O)OC)C1=C[C@H](C(C)(C)C)O[C@@H]2C	-2	-17
15	CC1(c2nnnn2C2CCCC2)CCC(=O)N1c1ccc2c(c1)OCCO2 (stereo not given)	2	-17
16	Nc1ccn([C@@H]2O[C@H](C(=O)N3CCN(C(=O)N4CCCCC4)CC3)[C@@H](O)[C@H]2O)c(=O)n1	1	-6
17	COC(=O)C(C(=O)OC)c1ccccc1NS(=O)(=O)c1cccc2ccccc12	-1	-21
18	CSCCC(NC(=O)OCc1ccccc1)C(=O)NC(Cc1c[nH]c2ccccc12)C(=O)O (stereo not given)	1	-28
19	CC(=O)C1=C(C)N(Cc2ccc(Cl)cc2)C(=S)NC1c1ccccc1 (stereo not given)	1	-2
20	CCCCCCCCN1C(=O)[C@H](CC(=O)N2CCCCC2)C[C@@]2(C(=O)OCC)CCCC=C12	-2	-26
21	COC(=O)[C@@]12C[C@@H](CC(=O)NCCC(C)C)C(=O)N(CCc3ccc(OC)c(OC)c3)C1=CCC(C)(C)C2	3	-7
22	COCc1cc(N2CCN(C(=O)OC(C)(C)C)C[C@H]2C)ccc1N1CC[C@H](O)C1	2	-19
23	O=C(NCc1ccncc1)[C@@H]1CCCN1C(=O)[C@H]1CCCN1	1	-6
24	CC1(C(=O)NCc2ccccc2)CSCC(=O)N1CCCN1CCOCC1 (stereo not given)	1	-18
25	COc1cccc(CNC(=O)[C@@H]2CCCN2C(=O)OC(C)(C)C)c1	5	-16
26	O=C(C[n+]1cccc(C(=O)Nc2ccccc2)c1)c1ccccc1	0	1
27	COCc1[nH]nc2c1C(c1ccc(F)cc1)N(c1ccc(OC)cc1)C2=O (stereo not given)	2	-27
28	COC(=O)[C@]12CCCCC=C1N(Cc1cccc3ccccc13)C(=O)[C@H](CC(=O)N1CCSCC1)C2	12	53*
29	CC(C)(C)NC(=O)C(c1ccncc1)n1c(=O)c(-c2cc3ccccc3[nH]2)nc2ccccc21 (stereo not given)	4	10
30	OCC1OC(C(N=Nc2ccccc2)=NNc2ccccc2)C(O)C1O (stereo not given)	1	-31
31	O=C(NC1CCCCC1)C(c1ccnc2ccccc12)n1c(=O)c(-c2cc3ccccc3[nH]2)nc2ccccc21 (stereo not given)	8	-22
32	COc1ccccc1Cc1c(-c2ccc(Cl)cc2)nc2c3ccccc3ccn12	1	6
33	CCOC(=O)[C@]12CCC=C1N(Cc1ccc(Cl)cc1Cl)C(=O)[C@H](CC(=O)N1CCSCC1)C2	4	-40
34	C=CCOC(=O)Nc1nc(CCNC(=O)OC(C)(C)C)c(C(=O)OC)s1	1	-11
35	O=C(N[C@@H](Cc1cccnc1)C(=O)N1CCC[C@H]1C(=O)NC1CCCC1)c1ccc(Cl)c(Cl)c1	2	-16
36	Cn1cnc(CCNC(=O)C[C@H]2CC[C@@H]3[C@H](COC[C@H](O)CN3C(=O)C3CCCC3)O2)c1	2	-3
37	COC(=O)C1=C(C)N(C)C(=NCc2cc(OC)c(OC)c(OC)c2)NC1c1cccc(F)c1 (stereo not given)	0	1
38	CO[C@@H]1CN(C)C(=O)c2cc(NC(=O)Nc3cc(F)ccc3F)ccc2OC[C@H](C)NC[C@@H]1C	1	-19
39	O=C(N[C@H](Cc1ccccc1)C(=O)NCc1ccccn1)[C@H]1O[C@@H](n2ccc(=O)[nH]c2=O)[C@H](O)[C@@H]1O	1	-9
40	CC(C)(C)OC(=O)N1CCC2CCN(CCc3ccccc3)CC21 (stereo not given)	0	-11
41	C[C@H](O)[C@@H]1C(=O)N2CCc3c([nH]c4c(-c5ccccc5)cccc34)[C@@H]2C[C@@H]1N(C)C(=S)Nc1ccc(C#N)cc1	4	6
42	CC(C)C[C@@H](COCc1ccc([N+](=O)[O-])cc1)N1CCN(C(=O)c2ccc(C(F)(F)F)cc2)CCC1=O	-1	23
43	O=C(C[C@H]1C=C[C@@H](NC(=O)c2ccncc2)[C@@H](CO)O1)NCC1CC1	0	-3
44	O=C1Nc2ccccc2N(C(=O)c2c(F)cccc2F)C1c1nc2ccccc2[nH]1 (stereo not given)	5	-5
45	COc1ccccc1-c1c(NC(=O)c2ccco2)n(-c2ccccc2)nc(C)c1=O	11	6
46	CN1CCCCC(NC(=O)C2CCCCC2)C1=O (stereo not given)	2	-26
47	COC(=O)[C@]12CCCCC=C1N(Cc1ccco1)C(=O)[C@H](CC(=O)N1CCSCC1)C2	9	-6
48	CC(C=NN=C1C(=O)Nc2ccccc21)=Cc1ccccc1	4	-13
49	O=C1NC[C@H](CCCCN2CCN(CCc3ccc(O)cc3)C(=O)C2=O)N(CCC2CCCCC2)C1=O	3	6
50	Cc1cc(NC(=O)Cc2cn(C)c3ccccc23)ccc1Oc1cccnc1	-2	-4
51	O=C(Nc1ccc(F)cc1)C(c1ccncc1)N1CCN(C(=O)c2ccco2)CC1 (stereo not given)	0	-1
52	COC(=O)c1ccccc1C(=O)c1c(C)cc(C)cc1C	6	8
53	C[C@H](O)[C@@H]1C(=O)N2CCc3c([nH]c4c(-c5ccccc5)cccc34)[C@@H]2C[C@@H]1N(C)C(=O)Nc1ccccc1	9	54*
54	O=C1NC[C@H](CCCCN2C[C@H](Cc3ccccc3)N(Cc3ccccc3)C(=O)C2=O)N(CCC2CCCCC2)C1=O	1	-2
55	O=[N+]([O-])c1cccc(I)c1	0	16
56	N/C(Cc1cccc2ccccc12)=N\OC(=O)c1ccc(Br)o1	91*	38

# Next part
no.	Structure	TAAR1 ag	TAAR1 antagonist
57	COc1ccc(S(=O)(=O)N2CCCc3nc(-c4ccccc4)ccc32)cc1	2	-4
58	N#CC(c1c(Cl)cccc1N1CCCCC1)N1CCCCC1 (stereo not given)	0	-4
59	CCOC(=O)[C@]12CCCC=C1N(Cc1ccccc1)C(=O)[C@H](CC(=O)N1CCOCC1)C2	0	3
60	CCOC(=O)[C@]12CCC=C1N(Cc1cccc3ccccc13)C(=O)[C@H](CC(=O)NCc1cccs1)C2	0	1
61	Nc1nc2ncccc2cc1C(=O)NC1CC1	0	-21
62	CCCCNC(=O)c1nc(C2CCN(S(=O)(=O)c3ccc(OC(F)(F)F)cc3)CC2)oc1-c1ccccc1	2	-18
63	O=C(NCc1ccccn1)[C@@H]1CCCN1C(=O)[C@@H]1CCCN1	3	-2
64	O=C1NC[C@@H]2CCCN2C1=O	2	-20
65	CCOC(=O)CC1(Cc2ccccc2)Oc2ccccc2O1	1	-42
66	C=C1C[C@@H]2C[C@@H]2CN(S(=O)(=O)c2ccc(C)cc2)[C@@H]1COCc1ccccc1	-1	46
67	CN(c1cccnc1)c1ccc(NC(=O)Cc2c[nH]c3ccccc23)cc1-c1ccc(C(C)(C)C)cc1	1	-3
68	Cc1cccc(C)c1NC(=O)C(c1ccccc1F)n1c(=O)c(-c2ccco2)nc2ccccc21 (stereo not given)	-1	-16
69	C[C@@H]1NS(=O)(=O)c2cccc(Cl)c2O[C@@H]1c1ccccc1	0	-30
70	CC(=O)Nc1cc2nc3ccccc3oc-2cc1=O	0	5
71	Cc1cccc(C)c1-n1nnnc1C1c2ccccc2C(=O)N1C1CC1 (stereo not given)	7	-12
72	CN1OC[C@@H]2CN3C(=Nc4cc(C(F)(F)F)cc(C(F)(F)F)c4)Sc4ccccc4[C@@H]3C[C@@H]21	19	-22
73	CC(=O)O[C@H]1CC[C@]2(C)C3CC[C@]4(C)[C@@H]([C@H](C)/C=C/[C@H](C)C(C)C)CC[C@H]4[C@@]34C=C[C@]2(C1)N(C(=O)c1ccccc1)O4 (stereo not given in full)	-1	-22
74	O=C(NCCCN1CCOCC1)c1ccc(Br)cc1Br	4	3
75	Nc1ccc(CNC(=O)c2cc3cc(Cl)ccc3nc2N)cc1	6	-9
76	O=C1NC[C@@H](Cc2ccc(O)cc2)N(CCCCC2CCCCC2)C1=O	2	-20
77	Cc1ccc(S(=O)(=O)N2[C@@H](CCO)OC[C@H]2C(C)C)cc1	1	-2
78	Cc1cc(Br)cn2c(Cc3ccccc3C(F)(F)F)c(-c3ccc(C#N)cc3)nc12	0	3
79	CC(C)CNc1cccc2c1S(=O)(=O)N(Cc1ccc(F)cc1)[C@@H](C)[C@H](c1ccccc1)O2	3	-27
80	CCC(CC)C(C(=O)NCc1ccccc1)N1CCN(c2cccc(C)c2C)CC1 (stereo not given)	0	-19
81	Cc1csc(-c2nc3ccccc3n2C(C(=O)Nc2c(C)cccc2C)C2CC2)c1 (stereo not given)	-1	-32
82	C[C@@H]1CN(c2ccc(N3CCNC[C@@H]3C)cc2C#N)CCN1Cc1ccccc1	4	-1
83	COc1ccc(NC(=O)C(C2CC2)n2c(=O)c(-c3cc4ccccc4[nH]3)nc3ccccc32)cc1 (stereo not given)	1	7
84	O=C(NCc1ccccc1)[C@@H]1CCCN1C(=O)[C@H]1CCCN1C(=O)c1cccc(Cl)c1	0	-3
85	O=c1oc(=S)oc2c1[C@H](c1ccc(Cl)cc1)O[C@H](C1CCCC1)C2	1	8
86	CC(C)(C)NC(=O)C(c1ccc(C(F)(F)F)cc1)n1c(=O)c(-c2cc3ccccc3[nH]2)nc2ccccc21 (stereo not given)	1	-27
87	CC(=O)CC1c2cc(F)ccc2C=C(c2ccsc2)N1c1ccc(-c2cccnc2)cc1 (stereo not given)	3	-32
88	O=C(Nc1ccccc1)OC[C@@H]1CSCCS(=O)(=O)N1	1	5
89	CC1(C)CC(=O)C=C(c2ccc(COC(=O)c3ccc(Br)cc3)cc2)C1=O	3	31
90	COC(=O)C1(C(=O)OC)c2cc3c(cc2CN(S(=O)(=O)c2ccc(C)cc2)C1CC(C)=O)OCO3 (stereo not given)	5	-13
91	CC(C)C[C@H]1CN(CCCC[C@H]2CNC(=O)C(=O)N2CCc2ccccc2)C(=O)C(=O)N1CCC1CCCCC1	6	-7
92	NC(=O)c1ncn([C@@H]2O[C@H](C(=O)N[C@H](Cc3ccccc3)C(=O)O)[C@@H](O)[C@H]2O)n1	0	-11
93	COc1ccccc1CCn1cnc(-c2ccccc2)c1C(C)C	8	20
94	COC(=O)C1=C(C)N(Cc2ccccc2C(F)(F)F)C(=NCc2ccc(OC)cc2)NC1c1ccccc1 (stereo not given)	15	13
95	COC(=O)c1cc2c(c3c4cc(F)ccc4n(C(=O)c4ccccc4)c13)C(=O)N(C1CCCCC1)C2	0	0
96	CCCN(C)C1CN(Cc2cn(Cc3cc(C)cc(C)c3)nn2)S(=O)(=O)C1 (stereo not given)	1	-17
